Rpn11 block: blocks the human proteasome subunit Rpn11; 0.59% of 360,000 active; calls only at 20 µM; O00487; human 26S proteasome, Ub4-pepOG fluorescence polarization; 20S core pre-blocked with epoxomicin;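 active = inhibition at 20 µM, scaled to each plate's controls, above about 33%, limit read from the data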
Target sequence (O00487 whole entry, looked up): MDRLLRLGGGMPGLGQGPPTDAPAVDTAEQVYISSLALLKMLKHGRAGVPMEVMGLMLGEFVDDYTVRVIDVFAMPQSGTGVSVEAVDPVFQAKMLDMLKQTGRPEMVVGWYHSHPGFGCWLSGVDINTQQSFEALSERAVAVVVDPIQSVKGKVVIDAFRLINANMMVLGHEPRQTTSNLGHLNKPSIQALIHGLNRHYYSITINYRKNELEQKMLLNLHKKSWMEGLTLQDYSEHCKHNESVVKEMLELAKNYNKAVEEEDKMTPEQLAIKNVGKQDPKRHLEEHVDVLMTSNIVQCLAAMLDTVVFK
MT1-MMP act inh: blocks activation of human MT1-MMP. 0.061% of 360,000 active. HT1080 RFP-PRO-GFP cells, GFP/RFP ratio fluorescence, overnight; percent of plate control window, DMSO zero. AID 651647. GFP/RFP ratio change, % at 20 µM. P50281;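 active = GFP/RFP ratio change of at least 30% with cell ATP level not reduced by more than half and red fluorescence within 50% of control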; also: strong numbers were not always called active
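Assay system: HT1080 cells carrying an RFP-PRO-GFP reporter | Dosing: Single dose of 20 µM compound, 1% DMSO final | Incubation: Cells overnight before dosing, compound overnight, 37 °C, 5% CO2 | Evaluation: GFP/RFP fluorescence ratio | Control set: DMSO and RFP-L50D-GFP cell wells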
MLLE-PAM2 inh: inhibitors of microRNA-mediated deadenylation, human PABP1 MLLE binding; P11940; inhibition, % at 20 µM; 0.36% of 360,000 active; GST-MLLE / FITC-PAM2 fluorescence polarization; AID 588489; in the data active = inhibition above about 35%, passing the limit was not always enough;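 also: plate controls were DMSO wells with GST-MLLE for no effect and wells lacking GST-MLLE protein for full effect; some results filed as inactive read as strong as hits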
SKN-1 block: inhibitors of C. elegans SKN-1; inhibition, % at 21.8 µM; C. elegans VP596 Pgst-4::GFP/RFP ratio, acrylamide-induced, 24 h; 0.49% of 360,000 active;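 active = interference check ratio from 0.5 to 1.5 plus GFP to RFP signal ratio inhibition reaching or exceeding a fixed threshold, cut at about 30% in these data, passing the limit was not always enough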; also: some compounds called inactive have numbers as strong as hits
Rin1-Abl PPI inh: inhibitors of human Rin1-Abl protein interaction | TR-FRET Rin1/Abl binding, biochemical | inhibition, % at 7.35 µM | 0.4% of 360,000 active | AID 588664; in the data active = inhibition above about 5%, passing the limit was not always enough
CSN deneddyl inh: blocks human CSN-mediated cullin deneddylation. Q92905. Purified CSN, SCF-Nedd8-OG deneddylation, fluorescence polarization. inhibition, % at 12.5 µM. 0.38% of 360,000 active;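 active = pattern-corrected inhibition above about 35%, with an unprinted fluorescence ratio check between 0.5 and 1.5, limit read from the data, passing the limit was not always enough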;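 also: 0% = enzyme with substrate and 100% = substrate without enzyme; some results filed as inactive read as strong as hits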
Target sequence (Q92905 whole entry, looked up, one chain of several): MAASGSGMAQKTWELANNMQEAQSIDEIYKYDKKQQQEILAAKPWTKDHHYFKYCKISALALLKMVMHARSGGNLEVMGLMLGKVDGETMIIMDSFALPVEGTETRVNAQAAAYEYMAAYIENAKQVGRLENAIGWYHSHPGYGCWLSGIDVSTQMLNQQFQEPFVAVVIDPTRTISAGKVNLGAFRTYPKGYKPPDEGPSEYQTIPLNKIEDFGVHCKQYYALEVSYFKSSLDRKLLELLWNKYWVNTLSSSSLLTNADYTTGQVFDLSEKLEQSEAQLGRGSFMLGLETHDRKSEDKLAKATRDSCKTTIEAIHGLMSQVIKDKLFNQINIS
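test system = HEK293T-derived human Csn5 enzyme | amount = 0.24 nM Csn5 enzyme, final concentration | medium = Tris/NaCl/DTT buffer, pH 7.5 | schedule = 90 min reaction at room temperature | signal = FP | evaluation = inhibition of Csn5 cleavage, % | compound dosing = single dose of 12.5 µM compound with 0.25% DMSO | probe or stimulus = 10 nM SCFSkp2-Nedd8OG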
NadD block: blocks S. aureus nicotinate mononucleotide adenylyltransferase | purified NadD enzyme, colorimetric absorbance read-out | inhibition, % at 20 µM | 0.78% of 360,000 active | AID 602399; in the data active = inhibition above about 26%; also: some compounds past the cut are filed as inactive
FAS TE block: blocks the thioesterase domain of human fatty acid synthase; P49327; recombinant FAS-TE, OMFH fluorogenic substrate, fluorescence endpoint; inhibition, % at 15 µM; 0.67% of 360,000 active;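 active = compounds whose normalised, plate-corrected inhibition of enzyme fluorescence in the single-dose primary screen is 50% or more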;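 also: 0% = DMSO with enzyme and 100% = substrate without enzyme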
Neddylation inh: inhibitors of human cullin neddylation; TR-FRET cullin neddylation, biochemical; 0.58% of 360,000 active; calls only at 25 µM; P61081+Q13564; in the data active = inhibition above about 36%
Active calls of the source: *; i = inactive; · = no result given.

no. | Molecule | NadD block | Rpn11 block | Rin1-Abl PPI inh | SKN-1 block | Neddylation inh | MLLE-PAM2 inh | MT1-MMP act inh | FAS TE block | CSN deneddyl inh
1 | COc1ccc(-c2nnc(SCC(=O)Nc3ncc(C(F)(F)F)cc3Cl)n2CC(C)C)cc1 | 3 | i | 2 | 6 | i | -71 | 1 | 79* | -1
2 | COc1ccccc1NC(=O)COC(=O)c1cc(C)nc2ccccc12 | 3 | i | -1 | 6 | i | -29 | 0 | 6 | 4
3 | Cc1ccc2nc(Cl)c(CNCc3ccccc3)cc2c1 | -1 | i | 1 | 0 | i | 12 | -2 | 11 | -6
4 | COCCNc1nnc(SCC(=O)NC2CCCCC2)s1 | -1 | i | -1 | -5 | i | 4 | -5 | -7 | -7
5 | COc1ccc(N2C(=O)C3C4C=CC(CC4)C3C2=O)c([N+](=O)[O-])c1 (stereo not drawn) | -3 | i | -1 | -37 | i | -4 | 0 | -3 | -5
6 | O=C(NNC(=O)C1C2C=CC(C2)C1C(=O)O)c1ccccc1 (stereo not drawn) | 3 | i | 1 | 3 | i | -14 | 3 | -5 | 2
7 | CC(C)C[C@H]1CNC(=S)N1CC1CCN(CCC2CCCC2)CC1 | -2 | i | 1 | 2 | i | -31 | 1 | -12 | 3
8 | COc1cccc(CNC(=O)COC(=O)c2cccc(S(=O)(=O)N3CCN(C(C)=O)CC3)c2)c1 | -1 | i | 0 | 5 | i | 0 | 0 | -1 | -3
9 | COc1ccc(/C=C2\SC(=S)N(C(Cc3ccccc3)C(=O)O)C2=O)cc1 (stereo not drawn) | 8 | i | 2 | 4 | i | 12 | -5 | 6 | -16
10 | CCS(=O)(=O)N1Cc2ccccc2CC1C(=O)Nc1ccccc1OC (stereo not drawn) | 1 | i | -3 | 6 | i | 4 | -4 | 2 | 0

Structural class, the entries above containing a Cl atom (2)
no. | Molecule | NadD block | Rpn11 block | Rin1-Abl PPI inh | SKN-1 block | Neddylation inh | MLLE-PAM2 inh | MT1-MMP act inh | FAS TE block | CSN deneddyl inh
1 | COc1ccc(-c2nnc(SCC(=O)Nc3ncc(C(F)(F)F)cc3Cl)n2CC(C)C)cc1 | 3 | i | 2 | 6 | i | -71 | 1 | 79* | -1
3 | Cc1ccc2nc(Cl)c(CNCc3ccccc3)cc2c1 | -1 | i | 1 | 0 | i | 12 | -2 | 11 | -6

Continuation:
no. | Molecule | NadD block | Rpn11 block | Rin1-Abl PPI inh | SKN-1 block | Neddylation inh | MLLE-PAM2 inh | MT1-MMP act inh | FAS TE block | CSN deneddyl inh
11 | Cc1ccc(NS(=O)(=O)c2ccc(N/N=C/c3ccncc3)c([N+](=O)[O-])c2)c(C)c1 | 2 | i | -2 | 10 | i | 8 | 0 | -3 | -11
12 | Cc1cc(NC(=O)c2ccc3c(c2)OCO3)ccc1NC(=O)c1ccccc1 | -2 | i | -1 | 4 | i | 15 | 3 | 1 | -3
13 | C[C@@H](C(=O)NCC1CC1)[C@@H]1C[C@@]1(C)[C@@H](NC(=O)OCc1ccccc1)c1ccccc1 | -6 | i | 1 | 3 | i | 5 | -4 | -2 | -3
14 | Cn1c(=NC(=O)COc2ccccc2)sc2cccc(F)c21 | 1 | i | -2 | 0 | i | 5 | -2 | 1 | 2
15 | CC(C)CNC(=O)c1cc(-c2ccc3c(c2)OCO3)on1 | -5 | i | 1 | 12 | i | 5 | 4 | 1 | -2
16 | Cc1ccc(NC(=O)NNC(=O)COc2ccc([N+](=O)[O-])cc2)cc1C | -3 | i | 0 | 0 | i | 26 | 9 | 14 | -2
17 | CCNC(=O)NC(=O)CN(C)c1ccccc1 | -2 | i | 4 | -11 | i | 3 | 2 | -2 | -2
18 | CC(C)n1nnnc1C1c2ccccc2C(=O)N1CCOc1ccccc1 (stereo not drawn) | -8 | · | · | 7 | i | · | 1 | -5 | -5
19 | CCOc1cc(C2C3=C(CC(C)(C)CC3=O)N(CCOC)C3=C2C(=O)CC(C)(C)C3)ccc1O | -6 | i | -1 | 7 | i | -8 | -3 | 1 | -2
20 | CCOC(=O)c1nn(-c2ccc(F)cc2)c(=O)cc1OCC(=O)Nc1ccc(F)c(F)c1 | 5 | i | 0 | 1 | i | 0 | 2 | -7 | 0
21 | Cc1ccc(SCCCCN2CCOCC2)cc1 | -7 | i | -2 | 8 | i | -12 | -7 | 0 | 2
22 | COc1cccc(OCC(O)CN2CCC(Cc3ccccc3)CC2)c1 (stereo not drawn) | -9 | i | 2 | 6 | i | 9 | 2 | -7 | -7
23 | COc1ccc(N2CCN(CCNC(=O)c3ccc4nc5ccccc5c(=O)n4c3)CC2)cc1 | -3 | i | -4 | -19 | · | -5 | 3 | -3 | -1
24 | Cc1ccc(N=N/C(=C\O)C(=O)c2ccncc2)cc1 | 1 | i | 0 | 4 | i | 17 | -1 | -3 | 0
25 | Cc1ccccc1N(CC(=O)NC1CCCC1)C(=O)C1(C)CC(=O)N=C2C=CC(Cl)=CN21 (stereo not drawn) | 6 | i | 2 | 26 | · | -2 | -1 | -6 | 3
26 | O=C(NCCc1ccc(Cl)cc1)Nc1ccc(F)cc1 | 2 | i | 4 | 0 | i | 3 | 1 | 5 | -13
27 | CCOc1ccc2ccccc2c1C1NC(=O)NC(C)=C1C(=O)OCCOC (stereo not drawn) | 1 | i | 2 | -18 | i | -9 | -1 | -6 | 4
28 | Fc1ccc(NCc2nnc(SCc3nnc(-c4ccccc4)o3)n2Cc2ccccc2)cc1 | 5 | i | -1 | 18 | i | -57 | 8 | 8 | 5
29 | CCOC(=O)c1c(NC(=O)COC(=O)Cn2cnc3c2c(=O)n(C)c(=O)n3C)sc(C)c1CC | -3 | i | -2 | 5 | i | -6 | 2 | 8 | 2
30 | Fc1ccccc1NC(=S)N(CCN1CCCCC1)Cc1ccco1 | -6 | i | -3 | 0 | i | -63 | -1 | 1 | -2
31 | Cc1ccc(S(=O)(=O)Nc2ccc3c(c2)nc2n3CCN(Cc3ccccc3)C2)cc1 | 13 | i | 2 | 10 | i | -7 | -4 | 6 | 6
32 | Brc1ccccc1OCCCN1CCOCC1 | -5 | i | 2 | 7 | i | 4 | -7 | -10 | -1
33 | O=C(Nc1ncc2c(n1)CC(c1ccc(Cl)cc1)CC2=O)c1ccco1 (stereo not drawn) | 4 | i | 1 | -13 | i | -7 | 1 | 4 | 0
34 | O=C(NC1CC1)C1=C[C@H](c2csc3ccccc23)C[C@H](OCc2ccc(CO)cc2)O1 | -4 | i | 0 | -1 | i | 3 | 4 | 3 | -2
35 | O=C(Nc1ccccn1)c1ccc(-c2ccccc2)cc1 | -5 | i | -4 | 34 | i | 12 | 2 | 17 | -3
36 | Cc1ccc(C(c2nnnn2C2CCCC2)N2CCc3ccccc32)cc1 (stereo not drawn) | -1 | i | 0 | 4 | i | 1 | -7 | 21 | -9
37 | C=CCC[C@@H](Cc1ccc(F)cc1)C(=O)OC[C@H]1CCCN1C(=O)[C@@H](CC=C)CC(=O)N[C@H](CO)Cc1ccccc1 | -6 | i | 0 | -12 | i | 1 | -2 | 25 | -3
38 | COc1ccc(CN(C)C(=O)c2ccc(Oc3ccccc3)cc2)cc1F | -1 | i | 4 | 8 | i | 8 | 2 | 24 | 5
39 | CCOC(=O)c1ccccc1NC(=O)Cn1c(-c2nonc2N)nc2ccccc21 | -5 | i | -1 | -8 | i | -19 | 3 | 15 | 3
40 | CCOc1cccc(C(=O)Nc2nccs2)c1 | -3 | i | 2 | 28 | i | 12 | -7 | -4 | 0
41 | COc1ccc(C2C=CC(=O)CC2)c(OC)c1 (stereo not drawn) | 4 | · | · | -6 | i | · | -3 | -4 | -1
42 | Cc1cc(C)n(-c2ncnc3ccccc23)n1 | -7 | i | 2 | -4 | i | 1 | -3 | -8 | 5
43 | C=CCNCCCCOc1ccccc1 | -2 | i | 1 | 3 | i | 8 | -1 | -4 | 3
44 | CCN(C(=O)CSc1nnc(Cc2ccccc2F)n1N)C1CCS(=O)(=O)C1 (stereo not drawn) | 3 | i | -2 | 2 | i | -8 | 7 | -10 | 0
45 | CCCC1CC(C#N)N(N(C)C)C1=C(C#N)C#N (stereo not drawn) | -1 | i | 0 | -4 | i | 5 | 3 | -6 | 0
46 | COC(=O)/C(=C1/Oc2cc3c(cc2S1)OCO3)C(F)(F)F | 5 | i | 0 | 8 | i | -6 | -1 | -6 | -3
47 | COc1ccc2[nH]c(=O)c(CN(C(C)=O)c3ccc(C)cc3C)cc2c1 | -5 | i | 3 | 10 | i | -2 | 1 | -5 | 1
48 | CCN1C(=O)[C@H]2[C@@H](c3ccc(Cl)cc3)N3C(=O)CN(CCOC)C(=O)[C@@]3(Cc3ccccc3)[C@H]2C1=O | 1 | i | 3 | 15 | i | -1 | 4 | -12 | 1
49 | O=C(Nc1ccnn1C1CCN(C(=O)c2cccc(Cl)c2)CC1)C1CCOC1 (stereo not drawn) | 2 | i | 1 | 8 | i | -3 | -1 | -8 | 0
50 | CC(=O)Nc1ccc(N2N=C(C)C(N=Nc3ccccc3)C2=O)cc1 (stereo not drawn) | -9 | i | -2 | 1 | i | -8 | 2 | -5 | 1
51 | COc1cc(CNCCN2CCOCC2)ccc1OCc1ccccc1Cl | -4 | i | -4 | 14 | i | 21 | 3 | -7 | 1
52 | COc1ccccc1NC(=O)N1CCCC1C(=O)NC12CC3CC(CC(C3)C1)C2 (stereo not drawn) | -1 | i | 2 | 15 | i | -14 | -10 | 1 | 0
53 | Cc1oc(-c2ccc(Cl)cc2)nc1CN1CCC(C(=O)NCC2CCCO2)CC1 (stereo not drawn) | -6 | i | 6 | 17 | i | -6 | 5 | -5 | -4
54 | O=C(Nc1ccc(S(=O)(=O)Nc2ncccn2)cc1)c1ccc(Br)s1 | 0 | i | -3 | -9 | i | 6 | 16 | -4 | 0
55 | C/C(=N\NC(=O)c1cc(C)[nH]n1)c1ccc(-c2ccccc2)cc1 | 2 | i | 1 | 4 | i | 0 | 11 | -2 | 0
56 | Cc1cc(C)c(OCC(=O)NCCCn2nc(C)cc2C)c(C)c1 | -1 | i | 3 | 6 | i | 7 | -1 | -9 | -5
57 | CCOc1ccccc1NC(=O)CSc1n[nH]c(N)n1 | 2 | i | -1 | 15 | i | 2 | 0 | -12 | -1
58 | COCC(C)n1c(SCC(=O)NNC(=O)c2ccc(F)cc2)nc2ccccc2c1=O (stereo not drawn) | -2 | i | -2 | 7 | i | -4 | 2 | -7 | -2
59 | Cc1ccc(OCC(=O)NC(=S)Nc2ccccn2)c(Br)c1 | 3 | i | 0 | 7 | i | 7 | 0 | -3 | 0
60 | CCOC(=O)c1cnc2ccc(C(=O)OC)cc2c1NCCN1CCOCC1 | 4 | i | 0 | 6 | i | 29 | -1 | -6 | 1

(further entries)
no. | Molecule | NadD block | Rpn11 block | Rin1-Abl PPI inh | SKN-1 block | Neddylation inh | MLLE-PAM2 inh | MT1-MMP act inh | FAS TE block | CSN deneddyl inh
61 | Cc1nc2ccccc2c(=O)n1NC(=O)c1c(F)cccc1F | -2 | i | 3 | -1 | i | 12 | 0 | -6 | 1
62 | O=C(NCCc1ccccc1)NC1CCCCC1 | -3 | i | 5 | 2 | i | 4 | -3 | -1 | -1
63 | C=CCn1c(CCC(O)CCCCC)n[nH]c1=S (stereo not drawn) | -3 | i | -2 | 13 | i | -7 | 4 | -4 | -3
64 | CCOC(=O)/C(=C/c1c(C)n(C)c2ccc([N+](=O)[O-])cc12)C(C)=O | -9 | i | 3 | 11 | i | 6 | -4 | -6 | 17
65 | CCOc1ccc(Cn2c3ccc(OC)cc3c3nc4ccccc4nc32)cc1OC | -4 | i | -1 | 10 | i | 82 | -35 | -17 | -16
